Source: PubChem
ATG4B inh = inhibitors of human ATG4B cysteine protease; inhibition, % at 8.33 µM; ATG4B cleavage of LC3-PLA2, NBD-HPC fluorescence, 1 h; 340,000 compounds, 0.51% hits; in the data active = inhibition above about 40%
mIAP act = mouse IAP activation | 330,000 compounds, 0.24% hits | muIAP, CDP-Star luminescence, 30 min; active compounds read high; 1 = vehicle-only enzyme signal, 0 = enzyme-free wells | activation factor at 10 µM;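 active = activation factor of at least 2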; note: the source names both 10 and 20 µM as test concentration; values of inactives mirror those of a sister screen read the other way
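Assay system: mouse IAP enzyme / Compound: DMSO-dissolved test compounds / Timing: 30 min, room temperature / Measured by: luminescence from enzymatic CDP-Star hydrolysis / Control set: DMSO-only wells, enzyme-free buffer wells as negative control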
hIAP inh = blocks human intestinal alkaline phosphatase | P09923 | purified IAP, CDP-Star luminescence, 30 min | inhibition, % at 10 µM | 330,000 compounds, 0.12% hits | AID 2544;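 active = inhibition reaching a set limit with compound at 10 µM in the primary screen, cut at about 35% in these data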;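 note: plate controls were DMSO wells with enzyme for no effect and no-enzyme buffer wells for full effect; values of inactives mirror those of a sister screen read the other way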
Target sequence (P09923 whole entry, looked up): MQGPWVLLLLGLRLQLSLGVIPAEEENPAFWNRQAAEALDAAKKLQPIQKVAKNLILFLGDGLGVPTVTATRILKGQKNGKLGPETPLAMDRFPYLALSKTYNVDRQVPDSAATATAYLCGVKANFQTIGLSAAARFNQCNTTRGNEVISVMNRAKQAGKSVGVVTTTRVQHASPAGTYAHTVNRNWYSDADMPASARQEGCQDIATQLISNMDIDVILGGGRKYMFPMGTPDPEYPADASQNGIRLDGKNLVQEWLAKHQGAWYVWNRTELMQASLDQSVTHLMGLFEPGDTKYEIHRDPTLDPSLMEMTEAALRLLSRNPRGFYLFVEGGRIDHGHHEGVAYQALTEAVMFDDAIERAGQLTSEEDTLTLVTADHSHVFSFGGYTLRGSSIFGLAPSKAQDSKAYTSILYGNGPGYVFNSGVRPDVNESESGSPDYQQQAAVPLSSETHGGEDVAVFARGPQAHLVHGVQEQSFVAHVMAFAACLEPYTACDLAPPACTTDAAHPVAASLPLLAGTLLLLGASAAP
mIAP inh = mouse IAP inhibition; purified mouse IAP, CDP-Star luminescence, 30 min; inhibition, % at 10 µM; 330,000 compounds, 0.2% hits; AID 2806;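 active = inhibition of at least 40% at 10 µM in the primary screen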;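 note: plate controls were DMSO with enzyme for no effect and no enzyme wells for full effect; values of inactives mirror those of a sister screen read the other way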
HKDC1 inh = inhibitors of human hexokinase HKDC1. 340,000 compounds, 0.16% hits. AID 493160. inhibition, % at 20 µM. recombinant HKDC1, G6PDH/diaphorase resazurin coupled fluorescence;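 active = inhibition above about 35% when tested at 20 µM, limit read from the data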;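 note: plate controls were DMSO wells with enzyme for no effect and DMSO wells lacking enzyme for full effect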
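test system = in-house recombinant HK5 (HKDC1) enzyme | amount = HKDC1 at 5 µg/mL | control set = DMSO-enzyme wells negative, buffer-substituted wells positive | compound = one dose of 20 µM, 1% DMSO | schedule = reaction time 90 min, room temperature, protected from light | technique = resorufin fluorescence at 613 nm | reagent = glucose with 1 mM ATP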
hIAP activ = increases human intestinal alkaline phosphatase activity. P09923. purified human IAP, CDP-Star luminescence, 30 min; active compounds read high; 1 = vehicle-only enzyme, 0 = enzyme-free background. activation factor at 10 µM. 330,000 compounds, 0.16% hits;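 active = activation factor of the enzyme at least 2-fold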; note: the source names both 10 and 20 µM as test concentration; values of inactives mirror those of a sister screen read the other way
PfG6PD inh = PfG6PD (Plasmodium falciparum) enzyme inhibition; PfGluPho enzyme, NADPH resazurin-diaphorase fluorescence; inhibition, % at 20 µM; 350,000 compounds, 0.78% hits;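 active = inhibition reaching at least a set limit at 20 µM in the primary screen, cut at about 59% in these data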;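 note: 0% = DMSO wells with substrate and 100% = DMSO wells lacking glucose-6-phosphate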
APOBEC3A inh = blocks human APOBEC3A ssDNA deamination. P31941. recombinant A3A, FAM/TAMRA ssDNA deamination fluorescence. inhibition, % at 20 µM. 330,000 compounds, 0.41% hits;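 active = at least 40% inhibition at 20 µM here, with at most 30% in a related deaminase screen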;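 note: plate controls were A3A with DMSO for no effect and wells lacking A3A enzyme for full effect; some results filed as inactive read as strong as hits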
Target sequence (P31941 whole entry, looked up): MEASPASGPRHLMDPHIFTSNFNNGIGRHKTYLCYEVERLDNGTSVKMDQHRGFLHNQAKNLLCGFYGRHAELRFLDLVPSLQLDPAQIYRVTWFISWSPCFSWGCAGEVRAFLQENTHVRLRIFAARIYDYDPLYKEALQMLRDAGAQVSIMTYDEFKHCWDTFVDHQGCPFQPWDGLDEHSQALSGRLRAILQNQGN
Starred values were filed as active, the others as inactive; . = not tested or not shown. Rows were taken by chance; about 2.4% have a hit in one of these screens.

Structure	ATG4B inh	mIAP act	hIAP inh	mIAP inh	HKDC1 inh	hIAP activ	PfG6PD inh	APOBEC3A inh
COc1ccc(NS(=O)(=O)c2ccc(N3CCOCC3)c(NC(=O)c3cccc(F)c3)c2)cc1	17	0.99	-10	1	-2	1.1	10	-4
CCOc1cccc2cc(C(=O)NCc3ccc(C)cc3)c(=N)oc12	-8	0.85	-3	15	-2	1	25	-5
O=C(CSc1ncn[nH]1)N/N=C/c1ccc(Br)cc1	-1	0.75	-31	25	2	1.3	13	-3
COCCn1c(N)c(NCc2ccccc2)c(=O)n(CC(=O)Nc2cc(C)ccc2C)c1=O	-5	1	9	-1	-12	0.91	-15	-4
O=C(NCCN1C(=O)S/C(=C\c2cccnc2)C1=O)C1CC(=O)N(Cc2ccco2)C1 (stereo not given)	-5	1	-23	-4	-6	1.2	-2	-1
CCOC(=O)C1CCN(CC(=O)c2c(C)[nH]c3ccccc23)CC1	1	1	-6	-4	-6	1.1	-8	3
Cc1ccc(C)c(NC(=S)N/N=C2\CCc3ccccc32)c1	-1	0.85	-6	15	-11	1.1	14	-3
CC(C(=O)N1CCc2ccccc21)N(C)CC(=O)Nc1cccc(F)c1 (stereo not given)	-1	1.1	2	-9	-3	0.98	15	7
C=CCNS(=O)(=O)c1cc2c3c(c1)CCN3C(=O)CC2	-5	0.91	-7	9	1	1.1	-1	-1
O=C(OCn1nnc2ccccc2c1=O)c1cc(-c2ccccc2Cl)nc2ccccc12	12	0.97	7	3	7	0.93	-8	1
CCOC(=O)C1CCCN(S(=O)(=O)c2cccc3cccnc23)C1 (stereo not given)	-9	0.95	9	5	-7	0.91	-4	-1
CC(/C=N/NC(=O)c1ccc(Cn2cc([N+](=O)[O-])cn2)o1)=C\c1ccccc1	-7	0.89	-8	11	5	1.1	3	-6
O=C(NN=C1CCCC1)c1cc(Cl)cc(Cl)c1O	4	0.91	-1	9	6	1	-16	-4
O=C(COC(=O)c1cccc(Br)c1)NCCc1ccccc1	-7	0.93	-6	7	15	1.1	-1	1
Cc1ccc(N=C/C(C(=O)C(F)(F)F)=C(\O)c2ccco2)cc1Cl	-7	0.97	6	3	-11	0.94	19	-5
CCOC(=O)[C@@H]1[C@H]2COc3ccccc3[C@@H]2N2C(=O)N(c3ccccc3)C(=O)[C@@]12C	4	1	1	-3	-6	0.99	3	3
CC(C)CCNC(=O)C1CC(c2cccc(F)c2)=NO1 (stereo not given)	5	1.2	1	-18	-6	0.99	-18	0
CN(C(=O)COc1cc(=O)n(C)c2ccccc12)c1ccc(Br)cc1	-7	0.89	-9	11	-5	1.1	16	-6
COc1ccc(C(=O)N/N=C(/C)c2ccc(N3CCCCC3)cc2)cc1	1	0.93	-20	7	-12	1.2	2	2
Cc1ccc(S(=O)(=O)N2CCN(C(=O)COC(=O)c3cccc(Cl)c3)CC2)c(C)c1	-9	1.1	14	-5	4	0.86	-4	-1
CC(=O)NN1CCc2cc3ccc(C)cc3nc21	-6	0.98	5	2	0	0.95	4	-5
CC1=CC(C)(C)NC(=S)N1c1ccc(C)cc1	3	1.1	3	-5	-10	0.97	-1	-6
Cc1ccc(OCC(=O)N/N=C/c2cccn2C)cc1	-5	0.99	15	1	-6	0.85	5	-4
CCOC(=O)c1cnn(-c2ncnc3sc4c(c23)CCC4)c1N	-4	0.97	1	3	7	0.99	2	-3
O=C(CN(CCc1ccccc1)S(=O)(=O)c1ccc(Cl)cc1)N/N=C/c1ccccc1C(=O)O	-1	0.95	-3	5	0	1	-14	-2
COc1ccc(C(O)(C(C)C)C(CN2CCOCC2)c2ccc(Cl)cc2)cc1 (stereo not given)	-9	1.1	6	-6	2	0.94	8	-1
COc1ccc(OC(C)C(=O)N2CCc3ccccc3C2)cc1 (stereo not given)	-9	0.95	-31	4	-2	1.3	-3	0
O=c1ccnc(SCCc2ccccc2)[nH]1	-12	1	-14	-4	3	1.1	-26	-7
O=C(Nn1cnnc1)c1cc(Cl)ccc1Cl	0	0.98	4	2	-4	0.96	10	5
Cc1cc(C)n2c3c(c(C#N)c2n1)CCCC3	3	1	1	-3	-7	0.99	-14	0

Single entries from above:
mIAP act with COc1ccc(C(O)(C(C)C)C(CN2CCOCC2)c2ccc(Cl)cc2)cc1 (stereo not given) is entered as 1.1
mIAP inh with O=C(NCCN1C(=O)S/C(=C\c2cccnc2)C1=O)C1CC(=O)N(Cc2ccco2)C1 (stereo not given) is entered as -4
HKDC1 inh with CCOC(=O)c1cnn(-c2ncnc3sc4c(c23)CCC4)c1N is entered as 7
APOBEC3A inh with Cc1cc(C)n2c3c(c(C#N)c2n1)CCCC3 is entered as 0

Results in mIAP act, HKDC1 inh and APOBEC3A inh (two entries from above):
Structure	mIAP act	HKDC1 inh	APOBEC3A inh
CC(C)CCNC(=O)C1CC(c2cccc(F)c2)=NO1 (stereo not given)	1.2	-6	0
CN(C(=O)COc1cc(=O)n(C)c2ccccc12)c1ccc(Br)cc1	0.89	-5	-6

New compounds follow
Structure	ATG4B inh	mIAP act	hIAP inh	mIAP inh	HKDC1 inh	hIAP activ	PfG6PD inh	APOBEC3A inh
O=C(c1ccc(NC2=NC3CS(=O)(=O)CC3S2)cc1)N1CCN(c2ccccc2)CC1 (stereo not given)	-10	1	12	-3	-4	0.88	14	-2
C=CCn1c(SCC(=O)NCc2ccc3c(c2)OCO3)nnc1-c1cccnc1	-2	0.98	6	2	-5	0.94	3	2
COC(=O)c1cccc2c1-c1ccccc1/C2=N/O	-25	0.86	-7	14	6	1.1	-1	-3
CCOC(=O)C1=C(C)OC(N)=C(C#N)C1c1ccccc1 (stereo not given)	-1	0.91	14	9	-13	0.86	0	-4
Cc1ccc(NC(=O)Nc2nc3ccccc3s2)cc1NC(=O)Nc1nc2ccccc2s1	-10	1	-3	-1	-4	1	6	-1
Cn1c(SCC(=O)Nc2ccc(NC(=O)c3cccc(F)c3)cc2)nnc1-c1ccncc1	0	0.93	6	7	-6	0.94	-2	0
Cc1ccc(CSCC2Nc3ccc(C(=O)N4CCN(c5cccc(C)c5)C(C)C4)cc3NC2=O)cc1 (stereo not given)	.	0.8	-32	20	.	1.3	.	-23
O=c1oc2ccccc2nc1/C=C(O)/C=C\c1ccccc1	-4	0.88	-36	12	7	1.4	-24	1
CC1CCCC2(C1)NC(=S)c1c(sc3c1CCCC3)N2 (stereo not given)	1	0.92	-20	8	-3	1.2	64*	0
COc1ccc(CNCCNC(=O)c2cccs2)cc1OC	9	1.1	-8	-7	2	1.1	-11	0
O=C(OCc1nc2ccccc2s1)C1CCN(S(=O)(=O)c2cccs2)CC1	-13	0.98	-8	2	3	1.1	-4	2
O=C(O)C1CCCN(S(=O)(=O)c2ccc(F)cc2)C1 (stereo not given)	1	1.1	-8	-10	0	1.1	-14	-2
CC(C)c1cc(C(=O)O)on1	2	0.83	10	17	1	0.9	-14	0
O=C(COC(=O)C12CC3CC(CC(C3)C1)C2)Nc1ccc(OC(F)F)cc1	-7	1.1	6	-6	1	0.94	14	4
Cc1ccc(CNc2nc3c([nH]2)c(=O)n(C)c(=O)n3C)cc1	-1	0.97	1	2	-5	0.99	20	-2
CC(=O)Nc1nc2ccccc2n1CCN1CCOCC1	-3	1	0	-2	8	0.99	1	-2
NS(=O)(=O)c1ccc(NC(=O)C2Cc3ccccc3CN2C(=O)c2ccco2)cc1 (stereo not given)	9	0.9	-6	10	1	1.1	26	24
CCC(=O)Nc1cccc(-c2ccc(N3CCN(C)CC3)nn2)c1	-6	0.99	16	1	-4	0.84	11	-1
O=C(c1cccs1)N(c1ccc(Cl)cc1)C1C=CS(=O)(=O)C1 (stereo not given)	19	0.94	17	6	-5	0.83	-10	3
CC(=O)c1ccc(S(=O)(=O)N2CCC(C(=O)Nc3ncc(C)s3)CC2)cc1	0	0.98	5	2	-7	0.95	9	1
COc1ccc(CCNC(=O)CCNS(=O)(=O)c2cccc3nonc23)cc1OC	1	0.97	-13	3	-9	1.1	-9	0
Cc1c(Cl)c([N+](=O)[O-])nn1Cc1ccc(C(=O)NN)o1	3	0.91	6	9	-8	0.94	-1	1
CCOc1cc2[nH]c(=S)n(C3CC3)c(=O)c2cc1OCC	-14	1.1	-12	-6	-4	1.1	13	-8
Cc1c(OCC(=O)NCCCN2CCOCC2)ccc2c3c(c(=O)oc12)CCC3	-5	0.98	5	2	-2	0.95	-4	-1
CCN1CCN(CCCNC(=O)C2CCN(c3nnc(-n4cccc4)s3)CC2)CC1	4	1	-23	-4	-7	1.2	2	-3
COc1ccccc1NS(=O)(=O)c1cc(NC(=O)c2cnccn2)ccc1N1CCOCC1	-2	1	-7	-3	1	1.1	-6	-9
Cc1ccc(C)c(N(CC(=O)NCCSCc2ccco2)S(C)(=O)=O)c1	-6	0.89	-6	11	1	1.1	-4	7
COC(=O)C1=CC(C(=O)c2cccs2)=NN(c2ccc(OC)cc2)C1C(=O)OC (stereo not given)	-4	0.86	14	14	1	0.86	15	1
CC1CCCCN1C(=O)C1CCCCN1S(=O)(=O)c1cccc([N+](=O)[O-])c1 (stereo not given)	3	1	0	-3	-5	1	-22	4
CN(C)c1ccc(/C=C2\N=C(c3ccc(Cl)c([N+](=O)[O-])c3)NC2=O)cc1	4	0.73	6	26	-7	0.94	10	4
Cn1nnc(NC(=S)NC(=O)c2cccc3c(Cl)cccc23)n1	-7	0.9	17	10	1	0.83	-2	-4
Cc1nc2ccccn2c1C(=O)N=Nc1c(O)[nH]c2ccccc12	-5	0.93	4	7	-12	0.96	3	5
N#CCSc1ncnc2sc3c(c12)CCC3	10	0.85	11	15	4	0.89	9	16
COCCNC(=O)/C(C#N)=C/c1c(N2CCN(c3ccccc3)CC2)nc2c(C)cccn2c1=O	40*	0.87	19	13	2	0.81	1	-1
O=C(NCc1ccccc1)c1ccc(Oc2ccc(C(=O)NCc3ccccc3)cc2)cc1	5	1.4	-13	-36	-1	1.1	-2	0
Cc1ccc(OCC(=O)Nc2ccc3c4c(cccc24)CC3)c(C)c1	-4	0.91	13	9	-9	0.87	-1	-1
O=C(COc1ncnc2ccccc12)Nc1ccc(S(=O)(=O)N2CCOCC2)cc1	-12	0.89	6	12	2	0.94	-9	-1
Cc1cc(Cl)ccc1C(=O)C1CCCN(C(=O)c2ccsc2)C1 (stereo not given)	0	1	7	0	-2	0.93	2	-3
CC(C)=C1C2CCC1C1C(=O)N(c3nc(-c4ccc(C(C)C)cc4)c(C)s3)C(=O)C21 (stereo not given)	-4	1	-1	-4	6	1	0	-12
Cc1ccc(-c2ccc(=O)n(Cc3cccc(Br)c3)n2)cc1	17	0.89	1	11	-2	0.99	5	8
Cc1cccc(NC(=O)C2CCN(S(=O)(=O)c3ccc4c(c3)C(C)(C)C(=O)N4C)CC2)c1C	-12	1.2	-14	-24	-6	1.1	10	-1
Nc1sc2c([n+]1CCCS(=O)(=O)[O-])CCCC2	1	1.1	-18	-7	-7	1.2	-2	2
COC(=O)c1ccc(CSc2nc3c(c(=O)n2-c2ccc(C)cc2)SCC3)o1	48*	0.94	13	6	2	0.87	47	-6
CCOc1ccccc1N1CC(C(=O)Nc2cc(Cl)ccc2C)CC1=O (stereo not given)	0	1.1	0	-10	-5	1	0	-2
CSc1ccccc1C(=O)Nc1cccc(C(C)O)c1 (stereo not given)	10	1.1	1	-11	7	0.99	-4	-7
COc1cc2sc3cc(NCc4ccc(C)o4)ccc3c(=O)c2cc1OC	-7	1	6	-1	8	0.94	25	-1
